# From PubChem
# TbREL1 primary – TbREL1 RNA ligase inhibitors, primary screen, biochemical, FRET fluorescence; RNA-editing ligase 1, mitochondrial (Trypanosoma brucei brucei), P86926; TbREL1 RNA ligation; inhibition, % at 9.66 µM; 0.49% of 89,000 active;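 active = inhibition above the mean inhibition across all screened compounds plus 3 SD, cut at about 11% in these data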;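 also: 0% = plate median of test wells and 100% = NSC42067 control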
# Target sequence (P86926 whole entry, looked up): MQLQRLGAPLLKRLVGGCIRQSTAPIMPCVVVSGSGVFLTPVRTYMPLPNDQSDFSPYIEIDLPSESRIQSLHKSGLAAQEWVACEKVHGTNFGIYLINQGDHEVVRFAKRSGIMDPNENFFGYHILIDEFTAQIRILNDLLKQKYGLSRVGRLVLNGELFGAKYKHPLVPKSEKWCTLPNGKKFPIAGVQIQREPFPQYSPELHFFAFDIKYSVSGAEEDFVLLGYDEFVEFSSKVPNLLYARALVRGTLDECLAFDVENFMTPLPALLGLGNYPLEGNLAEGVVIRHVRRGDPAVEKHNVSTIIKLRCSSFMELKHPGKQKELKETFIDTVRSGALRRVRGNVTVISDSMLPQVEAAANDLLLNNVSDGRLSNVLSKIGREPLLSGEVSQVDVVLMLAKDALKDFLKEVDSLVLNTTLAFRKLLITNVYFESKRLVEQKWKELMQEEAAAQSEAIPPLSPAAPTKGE
# Active calls of the source: *. This is a subset; count on the stated rates, not on these rows.
# The opening five entries, ahead of the listing:
SMILES | TbREL1 primary
Cn1c(SCC(=O)N2CCN(S(=O)(=O)c3ccc(Cl)cc3)CC2)nc2ccccc21 | -1
CCCCOC(=O)CSc1nc2ccccc2o1 | -1
O=C(NCC1CCN(Cc2ccccc2Cl)CC1)Nc1cccc(Cl)c1 | 1
COCCNC(=O)/C(C#N)=C/c1ccc(-c2ccc(S(=O)(=O)N3CCOCC3)cc2)o1 | -2
COC(=O)[C@]12CCCCC=C1N(Cc1cccc3ccccc13)C(=O)[C@H](CC(=O)N1CCCC1)C2 | -3

# The whole of this part, previewed entries included:
SMILES | TbREL1 primary
Cn1c(SCC(=O)N2CCN(S(=O)(=O)c3ccc(Cl)cc3)CC2)nc2ccccc21 | -1
CCCCOC(=O)CSc1nc2ccccc2o1 | -1
O=C(NCC1CCN(Cc2ccccc2Cl)CC1)Nc1cccc(Cl)c1 | 1
COCCNC(=O)/C(C#N)=C/c1ccc(-c2ccc(S(=O)(=O)N3CCOCC3)cc2)o1 | -2
COC(=O)[C@]12CCCCC=C1N(Cc1cccc3ccccc13)C(=O)[C@H](CC(=O)N1CCCC1)C2 | -3
Cc1n[nH]c(C)c1CCNC(=O)C1CCC(=O)N(Cc2ccccc2F)C1 (stereo unspecified) | -2
Cc1ccc(-c2nc(CS(=O)(=O)CC(=O)N3CCOCC3)c(C)o2)cc1 | -1
O=C(NCCc1ccccc1)c1ccc2c(c1)OCCCO2 | -3
Cc1c(C(=O)NCc2ccc3c(c2)OCO3)oc2ccccc12 | 3
Cc1cnc(C(=O)N2CCN(S(=O)(=O)c3ccc(F)c(F)c3F)CC2)cn1 | 2
COc1ccc(S(=O)(=O)N(CC(=O)N2CCN(c3ccccc3)CC2)c2ccccc2)cc1 | -2
COc1cc(C(=O)Nc2cc(Cl)ccc2C)c(-n2cnnn2)cc1OC | 1
COc1ccc(-c2cc(-c3ccco3)[nH]c(=O)c2C#N)cc1 | 10
C=CCc1cc(CN2CC(C)OC(C)C2)c(O)c(OC)c1 (stereo unspecified) | -6
CN(C(=O)c1ccc(Cl)cc1)C1CCS(=O)(=O)C1 (stereo unspecified) | 1
Cc1ccc(C2CC(=O)C=C(NCc3ccccc3)C2)cc1 (stereo unspecified) | -4
Cc1cc(OC(=O)c2ccccc2Cl)cc(=O)n1C | -1
CC(OC(=O)c1cccs1)C(=O)NC1CC1 (stereo unspecified) | -2
COc1cc(NC(=O)c2ccc(Cl)cc2)c2ncccc2c1 | 4
O=Cc1ccc(OCc2nnc(-c3ccccc3Br)o2)cc1 | 1

# Next part.
SMILES | TbREL1 primary
CCCN(CCC)CCCNC(=O)C1c2cc(OC)c(OC)cc2C(=O)N(C)C1c1cccs1 (stereo unspecified) | 1
c1ccc(CSc2nc3ncncc3[nH]2)cc1 | -1
CCn1c(SCC(=O)Nc2nccs2)nnc1C1CC1 | 3
COc1ccccc1CN(C)C(=O)c1ccccc1SCC(=O)N1CCCC1 | -2
c1ccc2c(-c3cncc4ccccc34)cncc2c1 | 1
O=C(Nc1ccc2[nH]ccc2c1)c1cc(-c2ccc(Cl)cc2)nc2ccccc12 | -2
COc1ccc(-c2cc(CNS(=O)(=O)c3ccccc3)on2)cc1 | -2
O=C1NC(=O)c2cc(NC(=O)c3cccc4ccccc34)ccc21 | -2
CCOCC(=O)Nc1nnc(COc2ccc(Cl)cc2)s1 | 4
COc1ccc(CCNC(=S)Nc2ccc(S(=O)(=O)Nc3ncccn3)cc2)cc1OC | -4
O=C(NCc1ccccc1)C1(C(F)(F)F)CC(CCCO)CCCO1 (stereo unspecified) | -1
COc1ccccc1N1C(=O)C2C(c3ccc(F)cc3)NN(C(=O)c3ccc(C)cc3)C2C1=O (stereo unspecified) | -2
COc1ccc(CNc2nc(NCc3ccc(OC)cc3)c3[nH]cnc3n2)cc1 | 0
COc1cc(C(=O)N/N=C(\C)c2ccc(NC(=O)Cc3ccccc3)cc2)ccc1O | 2
Cc1ccc(N2CC(C(=O)Nc3cccc(S(=O)(=O)N4CCOCC4)c3)CC2=O)cc1 (stereo unspecified) | -3
O=C(NCC(=O)N1CCN(C/C=C/c2ccccc2)CC1)c1ccc(Br)cc1 | -7
Cc1cc2oc(=O)cc(CN3CCc4ccccc43)c2cc1Cl | -6
COc1ccccc1C(=O)NCCC(=O)Nc1ccncc1 | 1
COc1ccccc1NS(=O)(=O)c1ccc(C)c(C(=O)NCC(c2ccco2)N(C)C)c1 (stereo unspecified) | -3
CC(NC(=O)/C(C#N)=C/c1cn[nH]c1-c1ccccc1)c1ccccc1 (stereo unspecified) | 3

# Additional records follow.
SMILES | TbREL1 primary
C/C(=C\C(=O)c1cccnc1)Nc1ccc(C(=O)O)cc1 | -3
Cc1cccc(C(C)C)c1NC(=O)COC(=O)C1CC(=O)N(Cc2ccccc2)C1 (stereo unspecified) | -4
CCNC(=O)C1(C)CCN1C(=O)Cc1ccc(C(C)C)cc1 (stereo unspecified) | 0
O=C(Nc1ccccc1N1CCCC1)c1ccc([N+](=O)[O-])o1 | -3
CCN(CC(=O)Nc1ccc2c(c1)OCCO2)C(=O)CCc1ccccc1Cl | -2
CSCCC(NC(=O)COc1ccccc1)C(=O)N(C)CC(=O)Nc1ccc(C)cc1 (stereo unspecified) | -4
O=C(NCc1cccs1)C1CCCN(S(=O)(=O)c2cnc[nH]2)C1 (stereo unspecified) | 3
S=C1NC[C@H](Cc2cccc3ccccc23)N1CC1CCCCC1 | -4
O=C1C(=Cc2cccc(F)c2)Cc2ccccc21 | 0
CCOc1ccc(OCCC(=O)N(CC(C)C)c2c(N)n(Cc3ccccc3)c(=O)[nH]c2=O)cc1 | -2
Cc1cc(C)c(C#N)c(SCC(=O)Nc2ccccc2C(N)=O)n1 | -3
Cc1ccc(S(=O)(=O)N/N=C2/CC(c3ccccc3)Oc3ccccc32)cc1[N+](=O)[O-] (stereo unspecified) | 5
C(=N/N1CCN(c2ccccc2)CC1)/c1ccncc1 | -3
Cc1ccc(NC(=O)N2CCN(C)CC2)cc1NC(=O)N1CCN(C)CC1 | 0
COc1ccc(Br)cc1/C=N/NC(=O)Cn1nnnc1N | 1
Cc1cc2nnc(SC(C)C#N)n2c2ccccc12 (stereo unspecified) | 1
CCc1ccccc1N1C(=O)C2CC(C)=C(C)CC2C1=O (stereo unspecified) | -2
Cc1ccc(S(=O)(=O)CCSc2cccc(C(=O)Nc3ccccc3C(=O)O)c2)cc1 | -4
COc1ccc(NC(=O)C2CCN(S(=O)(=O)c3ccc(OC)c(OC)c3)CC2)c(OC)c1 | -2
CCN(CC)C(=O)C1CCCN(C(=O)Nc2ccccc2)C1 (stereo unspecified) | -1

# Next section
SMILES | TbREL1 primary
CCOC(=O)N1CCN(S(=O)(=O)c2ccc(OC)c(Br)c2)CC1 | 3
Cc1cc(C)nc(SCC(=O)Nc2cc(C)on2)n1 | -1
CN(C)S(=O)(=O)c1ccc(Cl)c(NC(=O)COC(=O)C2CSC3(C)CCC(=O)N23)c1 (stereo unspecified) | -3
CCOC(=O)[C@@]12CCCC=C1N(CCc1ccc(Cl)cc1)C(=O)[C@H]2CC(=O)N1CCSCC1 | 0
CCOC(=O)c1ccc(-n2c(CN3CCN(CC)CC3)nc3ccc([N+](=O)[O-])cc3c2=O)cc1 | -1
O=C(Nc1ccc2ccccc2n1)Nc1cccs1 | 3
C=C1CCN([C@@H](CC(C)C)C(=O)NN2CCOCC2)S(=O)(=O)c2ccccc21 | 0
O=C(COC(=O)c1cc[n+]([O-])cc1)Nc1ccc(Br)cc1 | 2
O=C(Nc1ccccc1-c1ccccc1)C1CCCC1 | 10
CC1CC(NNC(=O)c2ccccc2)=Nc2ccccc2N1C (stereo unspecified) | -2
COc1ccc(N2CCN(C(=O)[C@H](Cc3c[nH]c4ccccc34)NC(C)=O)CC2)cc1 | 1
Cc1cc(-c2csc(N)n2)c(C)n1C | 10
CC(NC(=O)c1ccc2c(c1)OCO2)c1cccc(C(F)(F)F)c1 (stereo unspecified) | 0
CCOC(=O)c1cc(-c2ccccc2)sc1NC(=O)CSc1nnnn1C | -1
Cc1ccc(S(=O)(=O)Cn2nnnc2C(CC(C)C)N2CCN(C)CC2)cc1 (stereo unspecified) | -2
CC(C)C[C@H](NC1(C(=O)NC2CCCCC2)CCOCC1)C(=O)NCC(c1ccccc1)c1ccccc1 | 9
O=C(CSc1nc2ccccc2c(=O)n1-c1ccccc1)NCC1CCCO1 (stereo unspecified) | -10
COC(=O)c1cnc(SCc2ccc(Cl)cc2)n1C | 6
CCC(C)c1ccc(NC(=O)NCc2cccnc2)cc1 (stereo unspecified) | 4
CCC1CCCCN1CCCNC(=O)CCCNC(=O)Cn1cnc2sc3c(c2c1=O)CCCC3 (stereo unspecified) | 5

# The list goes on:
SMILES | TbREL1 primary
C=C(C)CNC(=S)NNC(=O)CCn1c2ccc(Cl)cc2c2cc(Cl)ccc21 | -7
CCN(c1ccccc1)S(=O)(=O)c1cccc(C(=O)NCCN2CCOCC2)c1 | 2
CCOc1ccc(N2CC(C(=O)Nc3nnc(CC)s3)CC2=O)cc1 (stereo unspecified) | 4
COc1ccc2cc(C(=O)C3CCCN(Cc4cnc(N5CCOCC5)s4)C3)ccc2c1 (stereo unspecified) | -4
CSc1nsc(SCC(=O)Nc2ccccc2F)n1 | 0
COc1ccc(CCn2c(=O)[nH]c3cc(C(=O)NCCN4CCOCC4)ccc3c2=O)cc1OC | 5
COc1ccc(NC(=O)c2cc(C)on2)cc1 | 2
COc1cc(-c2cnc3c(NC=O)cc(-c4ccc(C)cc4)cn23)cc(OC)c1OC | 3
CCN(CC)CCSc1nc(O)c(-c2ccccc2)c(=O)[nH]1 | -1
O=C(CCCn1c(=O)oc2ccccc21)NNC(=O)COc1ccc(F)cc1 | 1
COc1cc2c(cc1OC)C(COc1ccccc1OC)N(C(=O)c1ccco1)CC2 (stereo unspecified) | -1
COCCCn1cnc2c(c1=O)c1nc3ccccc3nc1n2-c1ccc(C)cc1 | -1
Cc1c(C(=O)NCc2ccccc2CN2CCCC2)oc2c(F)cccc12 | -5
Cc1cccc(C)c1NC1=NC2(CCCCC2)N=C(N)N1 | -2
CCOC(=O)c1[nH]cnc1C(=O)Nc1cccc(Cl)c1 | -2
Cc1cc(C)c2nc(-c3ccccn3)cc(C(=O)Nc3ccc(S(=O)(=O)Nc4cc(C)on4)cc3)c2c1 | 3
CNC(=O)c1ccc(NC(=O)C2CCN(c3ncnc4sc(C)c(C)c34)CC2)cc1 | 0
CCN(CC)CCN1C(=O)C2C(C(=O)Nc3ccc(Br)cc3)C3C=CC2(O3)C1C(=O)NC1CCCCC1 (stereo unspecified) | 0
Cc1cccc2sc(NC(=O)c3cccc(S(=O)(=O)N4CCc5ccccc54)c3)nc12 | -1
CCOC(=O)Cc1csc(NC(=O)c2cc(=O)c3ccccc3o2)n1 | 8

# Arranged by length of the SMILES (smallest number first): some entries from above
SMILES | TbREL1 primary
CSc1nsc(SCC(=O)Nc2ccccc2F)n1 | 0
CCOc1ccc(N2CC(C(=O)Nc3nnc(CC)s3)CC2=O)cc1 (stereo unspecified) | 4
CCOC(=O)Cc1csc(NC(=O)c2cc(=O)c3ccccc3o2)n1 | 8
COCCCn1cnc2c(c1=O)c1nc3ccccc3nc1n2-c1ccc(C)cc1 | -1
COc1cc2c(cc1OC)C(COc1ccccc1OC)N(C(=O)c1ccco1)CC2 (stereo unspecified) | -1
COc1cc(-c2cnc3c(NC=O)cc(-c4ccc(C)cc4)cn23)cc(OC)c1OC | 3
Cc1cccc2sc(NC(=O)c3cccc(S(=O)(=O)N4CCc5ccccc54)c3)nc12 | -1

# Other records follow:
SMILES | TbREL1 primary
O=C(NCCC1=CCCCC1)C1CCN(S(=O)(=O)N2CCOCC2)CC1 | 5
Cc1cn([C@H]2C[C@H](O)[C@@H](CCC(=O)NCCCn3ccnc3)O2)c(=O)[nH]c1=O | 1
Cc1ccc(CNS(=O)(=O)c2ccc(C(C)(C)C)cc2)n1C | -2
CS(=O)(=O)c1ccc(Cl)c(NC(=O)COC(=O)c2ncc(Cl)c(Cl)c2Cl)c1 | 1
C=CCn1c(SCc2nc3ccccc3[nH]2)nnc1-c1cccc(OC)c1 | -2
Cc1c(O)ccc2c3c(c(=O)oc12)CCC(C)C3 (stereo unspecified) | -1
COc1ccc(N2CCN(c3c(S(=O)(=O)c4ccccc4)cnc4ccc(OC)cc34)CC2)cc1 | 3
O=C(CSc1ncnc2sccc12)Nc1ccccc1 | 1
CCOC(=O)c1c(NC(=O)C2C3CCC(O3)C2C(=O)O)sc(C)c1-c1ccc(C)cc1 (stereo unspecified) | 0
Cc1ccc(-n2c(C)cc(/C=N/NC(=O)c3ccncc3)c2C)c(C)c1 | -4
Cn1c(=O)n(Cc2ccccc2)c(=O)c2c1nc1n2CCCN1CCc1ccccc1 | -3
COc1ccc(-c2cc([C@H]3[C@H]4C=CC[C@@H](C)[C@@H]4C(=O)N3Cc3ccccc3)ccc2F)cc1OC | -2
O=C(COc1ccccc1)N(CCc1ccccc1)c1nc(-c2ccc(F)cc2)cs1 | 4
COC(=O)c1c(-c2ccccc2)csc1NC(=O)CSc1ncnc2sc(C)c(C)c12 | 0
COc1cccc(CCNC(=O)CCc2nc(-c3ccccc3F)no2)c1 | -2
CCC(C)OC(=O)C1=C(C)NC2=C(C(=O)C(C(=O)OC)C(C)C2)C1c1ccc(N(C)C)cc1 (stereo unspecified) | -10
COc1cccc(-c2cc(C(=O)Nc3c(C)nn(Cc4ccccc4C)c3C)no2)c1 | -2
CCCC(=O)N1CCN(c2ccc(NC(=O)C(C)(C)C)cc2)CC1 | -1
CCOc1ccc(OCC)c(NC(=O)CC2Oc3ccc(C)cc3NC2=O)c1 (stereo unspecified) | -3
COc1ccc2oc(=O)c(-c3cn4ccc(C)cc4n3)cc2c1 | 1
CCOc1cc(/C=C2/N=C(c3ccc(C(C)(C)C)cc3)OC2=O)cc(Cl)c1OS(C)(=O)=O | 0
